Cneo AK release – Cryptococcus neoformans lysis via adenylate kinase release; C. neoformans lysis, adenylate kinase release luminescence, 4 h; normalised: neutral wells 0, clomiphene wells 100; lysis activity, % at 15 µM; actives 0.2% (n = 360,000);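 active = mean lysis activity across replicates of at least 80%, whatever share of replicates individually reach that level; inactive = mean lysis activity below 80%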
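Assay system: log-phase C. neoformans yeast / Quantity: yeast cell density of 5 × 10^6 cells/mL / Medium: fresh YPD growth medium / Compound: single dose / Timing: static 4 h at 37 °C with compound, 1 h detection / Measured by: adenylate kinase release luminescence / Read-out: lysis from increased AK signal / Benchmarks: Clomiphene as positive lysis control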
ERAP1 inh – inhibitors of human ERAP1 aminopeptidase. Q9NZ08. recombinant ERAP1, Leu-AMC fluorescence, 60 min. inhibition, % at 10.7 µM. actives 0.15% (n = 340,000);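 active = mean replicate inhibition of at least 30%, or all replicates individually reaching that 30% level; inactive = mean below 30% and not every replicate reaching it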;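 note: 0% = neutral control wells and 100% = L-leucinethiol positive control wells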
PglD inh – PglD (C. jejuni) enzyme inhibition; purified PglD enzyme, DTNB colorimetric CoA detection; inhibition, % at 12.5 µM; actives 0.098% (n = 360,000); in the data active = inhibition above about 16%, passing the limit was not always enough; note: strong numbers were not always called active
PGC1a acetyl inh – lowers PGC1a acetylation signal in U2OS cells | AlphaScreen anti-acetyl-lysine; with virally co-expressed GCN5 acetyltransferase | inhibition, % at 15.6 µM | actives 0.17% (n = 350,000);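 active = every replicate shows inhibition of at least 40%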;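 note: 0% = neutral control wells and 100% = positive control wells; some results beyond the cut were filed as inactive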
E-selectin induc – induces E-selectin expression in human endothelial cells. activation, % at 7.58 µM. HUVEC E-selectin immunofluorescence imaging; normalized: neutral wells 0, TNF-alpha wells 100. actives 0.37% (n = 260,000). AID 686992;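 active = mean E-selectin-positive cell signal at least 10% of the positive control, reached in at least 60% of replicates, without over 20% cell loss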;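 note: in these data hits start at about 27%; measured in HUVEC primary endothelial cells; signal is the percent of cells scored E-selectin positive by PE staining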
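Material: HUVEC primary endothelial cells; Amount: 3,000 cells per well; Dosing: single concentration; Medium: EGM-2 growth medium on 0.1% gelatin-coated wells; Read-out basis: percent E-selectin-positive cells; Signal: immunofluorescence imaging; Control set: TNF-alpha, DMSO.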
RAD54 inh – inhibitors of human RAD54 branch migration; Q92698; RAD54 Holliday junction branch migration, FAM/BHQ fluorescence; inhibition, % at 10.4 µM; actives 0.14% (n = 360,000); AID 602329;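 active = mean normalized replicate activity at least 40 and at least half of replicates scoring 40 or more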;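 note: 0% = median of neutral control wells and 100% = median of positive control wells; inhibitors cause a drop in the FAM fluorescence signal; in these data hits start at about 50%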
Target sequence (Q92698 whole entry, looked up): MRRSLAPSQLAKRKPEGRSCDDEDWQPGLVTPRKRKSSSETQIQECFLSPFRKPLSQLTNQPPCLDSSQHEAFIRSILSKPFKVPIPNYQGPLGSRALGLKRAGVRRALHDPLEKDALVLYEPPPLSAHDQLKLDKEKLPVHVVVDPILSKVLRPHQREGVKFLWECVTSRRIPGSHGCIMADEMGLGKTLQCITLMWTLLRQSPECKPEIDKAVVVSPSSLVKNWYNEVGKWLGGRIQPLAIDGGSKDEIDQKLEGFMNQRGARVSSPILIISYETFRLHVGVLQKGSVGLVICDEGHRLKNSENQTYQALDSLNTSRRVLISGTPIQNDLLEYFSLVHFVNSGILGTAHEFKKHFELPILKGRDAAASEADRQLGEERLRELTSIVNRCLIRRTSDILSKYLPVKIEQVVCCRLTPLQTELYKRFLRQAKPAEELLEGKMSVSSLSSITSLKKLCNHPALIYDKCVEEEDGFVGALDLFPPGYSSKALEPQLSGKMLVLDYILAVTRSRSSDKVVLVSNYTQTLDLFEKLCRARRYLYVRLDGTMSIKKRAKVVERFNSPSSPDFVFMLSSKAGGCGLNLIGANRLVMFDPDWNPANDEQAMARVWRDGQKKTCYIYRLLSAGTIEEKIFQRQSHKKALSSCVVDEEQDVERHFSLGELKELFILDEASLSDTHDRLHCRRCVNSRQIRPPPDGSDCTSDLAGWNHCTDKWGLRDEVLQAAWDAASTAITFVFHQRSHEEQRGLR
RAD52 inh – inhibitors of human RAD52 DNA annealing; P43351; recombinant RAD52 DNA annealing, FRET fluorescence; inhibition, % at 18.7 µM; actives 0.46% (n = 360,000); AID 651710;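 active = every replicate showing at least 50% inhibition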
miR122 inh – miR-122 inhibition in Huh7 cells. Huh7 miR-122 Renilla luciferase sensor, 48 h; neutral wells = 0, positive control = 100. activation (reporter increase), % at 12.5 µM. actives 0.3% (n = 340,000);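 active = mean replicate activation score at least 90 and every replicate individually at or above 90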;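 note: higher luciferase means less miR-122 activity so hits act as miR-122 inhibitors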
* = called active by the depositor; & = joins results of further samples; [ ] = remark or other dose.

Results for CN(C)c1ccc2c(c1)[C@@H]1C[C@@H](CC(=O)N3CCc4ccccc4C3)O[C@H](CO)[C@@H]1O2 ?
Cneo AK release: 16.4; ERAP1 inh: 0.9; PglD inh: -0.2; PGC1a acetyl inh: 1.8; E-selectin induc: 0.6; RAD54 inh: 13.0; RAD52 inh: -69.3; miR122 inh: -4.6[16.7 µM]

What do the screens show for `Cc1ccccc1-c1ccc([C@@H]2[C@@H](CO)N3CCCCN(C(=O)NC4CCCC4)C[C@H]23)cc1`?
Cneo AK release: -1.3; ERAP1 inh: 1.0; PglD inh: 0.2; PGC1a acetyl inh: 7.0; E-selectin induc: -0.2; RAD54 inh: 6.2; RAD52 inh: 17.3; miR122 inh: 1.1[16.7 µM]

What do the screens show for `Cc1ccc(S(=O)(=O)N2CCOCC2)cc1C(=O)N1C(=O)c2cccc(N)c2C1=O`?
Cneo AK release: 5.0; PglD inh: 6.5; PGC1a acetyl inh: 6.9; RAD54 inh: -15.3; miR122 inh: 0.4

Results for CC(=O)Nc1ccc(NC(=O)CSC2=NS(=O)(=O)c3cc(Cl)ccc3N2)cc1 ?
Cneo AK release: -1.1; ERAP1 inh: -0.7; PglD inh: 1.2; E-selectin induc: 7.6; RAD54 inh: 1.6; RAD52 inh: -9.7; miR122 inh: -1.7

How did CC(C)(C)c1ccc(-c2nnc3sc(-c4ccccn4)nn23)cc1 do in these assays?
Cneo AK release: -0.4; ERAP1 inh: -1.4; PglD inh: 4.2; PGC1a acetyl inh: 4.4; E-selectin induc: 0.1; RAD54 inh: -2.2; RAD52 inh: -32.2; miR122 inh: -2.6

What do the screens show for `Cc1ccc(OCc2nc3ccccc3n2C)cc1`?
Cneo AK release: -2.0; ERAP1 inh: 3.4; PglD inh: -6.1; RAD54 inh: 0.3; RAD52 inh: -12.5

What do the screens show for `CN(Cc1nc2ccccc2c(=O)[nH]1)C(=O)c1cccc(NC(=O)c2cccs2)c1`?
Cneo AK release: -0.5; ERAP1 inh: -0.5; PglD inh: 2.9; PGC1a acetyl inh: 1.8; E-selectin induc: 0.0; RAD54 inh: 7.4; RAD52 inh: -9.8; miR122 inh: -1.4

How did CN(Cc1nc(-c2cccc(Cl)c2)no1)C1CCOCC1 do in these assays?
ERAP1 inh: -2.8; PGC1a acetyl inh: 5.4; E-selectin induc: 2.0; RAD52 inh: -17.4

Results for O=C(O)CC(Cc1ccc(Cl)cc1)C(=O)NCC12CC3CC(CC(C3)C1)C2 (configuration not stated) ?
Cneo AK release: -1.9; ERAP1 inh: -0.7; PglD inh: 0.4; PGC1a acetyl inh: -2.8; E-selectin induc: -0.2; RAD54 inh: -0.7; RAD52 inh: -13.5; miR122 inh: -1.4

How did CCOc1ccc(NC(=S)NC(=O)/C=C/c2ccco2)cc1 do in these assays?
Cneo AK release: 5.3; ERAP1 inh: -1.0; PglD inh: 4.9; PGC1a acetyl inh: -23.4; E-selectin induc: 0.6; RAD54 inh: -4.4; RAD52 inh: -10.4; miR122 inh: 2.4

Results for COc1ccc(C(C)(NC(C)=O)c2nc(-c3cc(F)cc(F)c3)cs2)cc1 (configuration not stated) ?
Cneo AK release: -3.5; ERAP1 inh: 0.0; PglD inh: 4.7; PGC1a acetyl inh: -0.5; E-selectin induc: 1.1; RAD54 inh: -8.4; RAD52 inh: -5.1; miR122 inh: 0.8

Results for O=C(O)CCc1nn2c3ccccc3n(CC(=O)O)c2nc1=O ?
Cneo AK release: 15.6; ERAP1 inh: -1.4; PglD inh: 6.2; PGC1a acetyl inh: 1.6; RAD54 inh: -6.7; RAD52 inh: -5.1; miR122 inh: 6.8

What do the screens show for `Cc1ccc(Cl)cc1NC(=O)COC(=O)c1ccc(CN2CCCC2=O)cc1`?
Cneo AK release: 3.7; ERAP1 inh: -3.7; RAD54 inh: -7.7; RAD52 inh: -7.9

What do the screens show for `C[C@@H]1CN([C@@H](C)CO)C(=O)c2cc(C#CC3(O)CCCC3)cnc2O[C@H]1CN(C)C(=O)C1CCCCC1`?
Cneo AK release: 3.1; ERAP1 inh: 3.9; PglD inh: 0.0; PGC1a acetyl inh: 6.2; E-selectin induc: 0.0; RAD54 inh: -8.1; RAD52 inh: 8.8; miR122 inh: -7.5[16.7 µM]

What do the screens show for `C[C@H](O)C#Cc1ccc2c(c1)O[C@@H](CN(C)C(=O)c1ccncc1)[C@@H](C)CN([C@H](C)CO)S2(=O)=O`?
Cneo AK release: 3.4&-1.4&1.2; ERAP1 inh: -0.9&-2.8; PglD inh: -0.7&-0.7&3.6; PGC1a acetyl inh: 10.3&4.1&15.1; E-selectin induc: -0.1; RAD54 inh: -8.9&-2.6&-4.7; RAD52 inh: -16.4&-4.1; miR122 inh: 1.2

What do the screens show for `Cc1cc(NC(=O)c2ccc(-c3ccccc3[N+](=O)[O-])o2)no1`?
Cneo AK release: 0.4; ERAP1 inh: 2.7; PglD inh: 7.4; PGC1a acetyl inh: -6.9; RAD54 inh: -0.7; RAD52 inh: -10.1; miR122 inh: -0.1

What do the screens show for `C[C@@H]1CN([C@H](C)CO)C(=O)c2cc(NC(=O)Nc3ccc(C(F)(F)F)cc3)ccc2O[C@@H]1CN(C)S(C)(=O)=O`?
Cneo AK release: -0.2; ERAP1 inh: -2.7; PglD inh: 2.6; PGC1a acetyl inh: 3.0; RAD54 inh: 12.1; RAD52 inh: -9.0; miR122 inh: 9.7[16.7 µM]

What do the screens show for `COc1ccc(N2C(=O)CCC2=O)cc1`?
Cneo AK release: 0.5; PglD inh: -4.8; PGC1a acetyl inh: 2.7; RAD54 inh: -0.6; miR122 inh: -3.3

What do the screens show for `C[C@H](CO)N1C[C@H](C)[C@@H](CN(C)C)Oc2ccc(NS(=O)(=O)c3cn(C)cn3)cc2CC1=O`?
Cneo AK release: -1.0; ERAP1 inh: -0.6; PglD inh: -0.1; PGC1a acetyl inh: -2.1; E-selectin induc: 0.2; RAD54 inh: -25.0; RAD52 inh: -6.7; miR122 inh: -2.2[16.7 µM]

What do the screens show for `CC(C)(C)CC(=O)NC(=S)NCc1ccccc1`?
ERAP1 inh: 5.5; PGC1a acetyl inh: -3.7; E-selectin induc: 2.6; RAD52 inh: -11.1

How did O=C(NCCc1csc(-c2ccccc2)n1)c1c(F)cccc1F do in these assays?
Cneo AK release: 3.9; ERAP1 inh: 6.6; PglD inh: -1.3; PGC1a acetyl inh: -8.9; E-selectin induc: 0.3; RAD54 inh: 1.5; RAD52 inh: -8.7; miR122 inh: -2.9

What do the screens show for `N=C1SCC(=O)N1c1ncc(Cc2ccccc2Cl)s1`?
Cneo AK release: 0.5; PglD inh: -2.9; PGC1a acetyl inh: 6.6; E-selectin induc: 2.7; RAD54 inh: -6.1; RAD52 inh: -22.0; miR122 inh: -17.2

What do the screens show for `CC(=O)NC12CC3CC(C1)CC(C(=O)N1CCN(S(=O)(=O)c4ccccc4C#N)CC1)(C3)C2`?
Cneo AK release: 0.8; ERAP1 inh: -2.3; PglD inh: 1.4; PGC1a acetyl inh: -2.1; E-selectin induc: -1.4; RAD54 inh: -13.8; RAD52 inh: -4.1; miR122 inh: 5.9

How did COCCNC(=O)C[C@@H]1C[C@@H]2c3cc(NC(=O)CC4CC4)ccc3O[C@@H]2[C@@H](CO)O1 do in these assays?
Cneo AK release: 1.6; ERAP1 inh: -0.4; PglD inh: 0.0; PGC1a acetyl inh: 1.6; E-selectin induc: -0.3; RAD54 inh: 2.9; RAD52 inh: -3.8; miR122 inh: -0.8[16.7 µM]

Two neighbouring compounds already listed, for reference:
How did O=C(NCCc1csc(-c2ccccc2)n1)c1c(F)cccc1F do in these assays?
Cneo AK release: 3.9; ERAP1 inh: 6.6; PglD inh: -1.3; PGC1a acetyl inh: -8.9; E-selectin induc: 0.3; RAD54 inh: 1.5; RAD52 inh: -8.7; miR122 inh: -2.9

What do the screens show for `N=C1SCC(=O)N1c1ncc(Cc2ccccc2Cl)s1`?
Cneo AK release: 0.5; PglD inh: -2.9; PGC1a acetyl inh: 6.6; E-selectin induc: 2.7; RAD54 inh: -6.1; RAD52 inh: -22.0; miR122 inh: -17.2

(next part)
Results for C[C@H](CO)N1C[C@H](C)[C@H](CN(C)Cc2ccc(-c3ccccc3)cc2)Oc2c(NS(=O)(=O)c3cccs3)cccc2C1=O ?
Cneo AK release: 0.0; ERAP1 inh: 0.8; PglD inh: -5.5; PGC1a acetyl inh: -1.6; E-selectin induc: -1.7; RAD54 inh: -10.0; RAD52 inh: -8.5; miR122 inh: 7.1[16.7 µM]

How did O=C(CSc1nc2ccccc2c(=O)[nH]1)N1CCCCC1 do in these assays?
Cneo AK release: -0.7; ERAP1 inh: 0.9; PglD inh: -1.2; PGC1a acetyl inh: 13.6; E-selectin induc: -1.3; RAD54 inh: -10.7; RAD52 inh: 12.1; miR122 inh: -4.2

How did O=C(Cc1ccc(Cl)c(Cl)c1)Nc1ccc(S(=O)(=O)Nc2ncccn2)cc1 do in these assays?
Cneo AK release: -0.2; ERAP1 inh: -5.0; PglD inh: 1.6; E-selectin induc: 0.0; RAD54 inh: -5.4; RAD52 inh: -20.1

How did COc1ccc(NC(=O)Nc2cccc3c2O[C@H](CN(C)C(=O)NC(C)C)[C@H](C)CN([C@H](C)CO)C3=O)cc1 do in these assays?
Cneo AK release: -4.3; ERAP1 inh: 5.1; PglD inh: 2.7; PGC1a acetyl inh: 5.5; E-selectin induc: -2.7; RAD54 inh: -3.0; RAD52 inh: 6.2; miR122 inh: -2.3[16.7 µM]

How did CO[C@@H]1CN(C)C(=O)c2ccc(NC(=O)c3ccccc3F)cc2OC[C@H](C)N(CC2CCOCC2)C[C@H]1C do in these assays?
Cneo AK release: -12.3; ERAP1 inh: -6.2; PglD inh: -0.3; PGC1a acetyl inh: -1.1; E-selectin induc: -0.1; RAD54 inh: -6.2; RAD52 inh: -7.6

What do the screens show for `Cn1nnnc1SCC(=O)Nc1ncc(C(F)(F)F)cc1Cl`?
Cneo AK release: 10.2; ERAP1 inh: 4.7; PglD inh: -2.3; PGC1a acetyl inh: 11.8; E-selectin induc: 0.2; RAD54 inh: 0.1; RAD52 inh: 1.7; miR122 inh: -5.4

What do the screens show for `CC1CN(C(=O)c2cc3cc(Cl)cc(Cl)c3oc2=O)CC(C)O1` (configuration not stated)?
Cneo AK release: -1.6; PglD inh: 3.5; PGC1a acetyl inh: -9.6; RAD54 inh: -3.0; miR122 inh: -4.6

Results for C=CCn1c(=O)c2ccccc2n2c(SC(C)C(N)=O)nnc12 (configuration not stated) ?
Cneo AK release: 0.3; ERAP1 inh: -1.4; PglD inh: 1.6; PGC1a acetyl inh: 1.8; E-selectin induc: -0.2; RAD54 inh: -12.6; RAD52 inh: -1.1; miR122 inh: -2.0

Results for CN(Cc1cnccn1)C(=O)CC1C(=O)NCCN1Cc1cccc(Oc2ccccc2)c1 (configuration not stated) ?
Cneo AK release: -1.6; ERAP1 inh: -0.2; PglD inh: 2.5; PGC1a acetyl inh: 3.9; E-selectin induc: 0.3; RAD54 inh: -1.0; RAD52 inh: -26.4; miR122 inh: -0.7

How did COCc1cn(CC[C@H]2CC[C@@H](NC(=O)c3ccncc3)[C@@H](CO)O2)nn1 do in these assays?
Cneo AK release: -1.9; ERAP1 inh: 1.4; PglD inh: 0.6; PGC1a acetyl inh: 3.1; E-selectin induc: -0.2; RAD54 inh: 6.0; RAD52 inh: 4.0

Results for C[C@@H]1CN([C@@H](C)CO)C(=O)c2cccc(N(C)C)c2O[C@@H]1CN(C)Cc1ccc(-c2ccccc2)cc1 ?
Cneo AK release: 0.8; ERAP1 inh: 3.1; PglD inh: -0.4; PGC1a acetyl inh: -3.3; RAD54 inh: -3.6; RAD52 inh: 0.8; miR122 inh: -11.4[16.7 µM]

How did COc1cc2c(cc1OC)C(c1ccc([N+](=O)[O-])cc1)NC(=O)C2 (configuration not stated) do in these assays?
Cneo AK release: -0.1; ERAP1 inh: 2.0; PglD inh: 1.8; PGC1a acetyl inh: -23.2; RAD54 inh: -2.0; RAD52 inh: -15.0; miR122 inh: 1.8
